High-throughput results as filed in PubChem BioAssay.
PKA-R2B activ: PKA-R2B complex activation; P22694+P31323; PKA-R2B holoenzyme dissociation, Cy5-IP20 fluorescence polarization; R2B truncated from residue 108, S112A mutant; 0% DMSO only, 100% 113 µM cGMP; activation, % at 11.4 µM; actives 0.079% (n = 340,000); AID 504700;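 active means activation above a cutoff set at the mean over all compounds plus 3 SD, cut at about 18% in these data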;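 further: higher means more holoenzyme dissociation and a rise in polarization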
Target sequence (P31323 whole entry, looked up, other chains not shown, the tested form may be a part): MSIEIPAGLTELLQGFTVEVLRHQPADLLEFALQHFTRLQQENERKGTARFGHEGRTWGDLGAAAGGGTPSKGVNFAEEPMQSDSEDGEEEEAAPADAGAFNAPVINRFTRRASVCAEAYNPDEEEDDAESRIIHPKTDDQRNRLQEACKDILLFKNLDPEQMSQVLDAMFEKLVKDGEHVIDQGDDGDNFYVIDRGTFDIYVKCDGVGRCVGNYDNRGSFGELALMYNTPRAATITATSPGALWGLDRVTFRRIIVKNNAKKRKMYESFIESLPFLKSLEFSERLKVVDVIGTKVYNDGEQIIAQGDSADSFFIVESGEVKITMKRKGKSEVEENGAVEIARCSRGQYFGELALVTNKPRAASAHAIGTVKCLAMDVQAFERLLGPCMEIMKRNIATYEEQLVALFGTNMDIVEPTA
HTR5A inv ctr: inverse agonist of human HTR5A in OPRM1-OPRD1 counter-screen; HTR5A cell line, luminescence, inverse agonism; inhibition, % at 9.3 µM; actives 0.083% (n = 340,000); AID 504634; in the data active means inhibition mostly above about 23%, no sharp cut-off; inactive means mostly below about 18%;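 further: 0% = cells with DMSO and 100% = no-cell wells with DMSO; some compounds called inactive have numbers as strong as hits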
Arrestin-AP2 inh: inhibitors of human beta-arrestin and AP2 interaction. FITC-arrestin peptide / GST-AP2 beads, flow cytometry; AP2 beta2 appendage carries R879A mutation. inhibition, % at 10 µM. actives 0.31% (n = 340,000). AID 504490;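 active means inhibition above a set limit, near 3 SD of compounds lacking own fluorescence, cut at about 54% in these data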;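 further: plate controls were DMSO wells for no effect and 5 µM unlabelled arrestin peptide for full effect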
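Assay system: GST-AP2 R879A bound to glutathione beads, E. coli-expressed; Medium: PBS with 0.05% Tween 20 and 0.1% BSA; Also added: fluorescein-tagged arrestin peptide at 50 nM final; Timing: 12 min plus 1 h, RT; Measured by: flow cytometry, FL1 (488/535 nm); Evaluation: percent drop in bead-associated FITC signal.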
MOR-DOR ag: OPRM1-OPRD1 heterodimerization agonism. activation, % at 9.3 µM. actives 0.3% (n = 340,000). cells, luminescence. P35372+P41143; in the data active means activation above about 18%;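 further: 0% = vehicle-treated cells and 100% = reference agonist; values of inactives mirror those of a sister screen read the other way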
DAGLB inh: diacylglycerol lipase beta (human) inhibition; Q8NCG7; HEK293T DAGLB membrane lysate, EnzChek fluorogenic substrate; inhibition, % at 5.17 µM; actives 0.059% (n = 340,000); in the data active means inhibition above about 34%;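 further: 0% = enzyme with vehicle and 100% = wells lacking enzyme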
Target sequence (Q8NCG7 whole entry, looked up): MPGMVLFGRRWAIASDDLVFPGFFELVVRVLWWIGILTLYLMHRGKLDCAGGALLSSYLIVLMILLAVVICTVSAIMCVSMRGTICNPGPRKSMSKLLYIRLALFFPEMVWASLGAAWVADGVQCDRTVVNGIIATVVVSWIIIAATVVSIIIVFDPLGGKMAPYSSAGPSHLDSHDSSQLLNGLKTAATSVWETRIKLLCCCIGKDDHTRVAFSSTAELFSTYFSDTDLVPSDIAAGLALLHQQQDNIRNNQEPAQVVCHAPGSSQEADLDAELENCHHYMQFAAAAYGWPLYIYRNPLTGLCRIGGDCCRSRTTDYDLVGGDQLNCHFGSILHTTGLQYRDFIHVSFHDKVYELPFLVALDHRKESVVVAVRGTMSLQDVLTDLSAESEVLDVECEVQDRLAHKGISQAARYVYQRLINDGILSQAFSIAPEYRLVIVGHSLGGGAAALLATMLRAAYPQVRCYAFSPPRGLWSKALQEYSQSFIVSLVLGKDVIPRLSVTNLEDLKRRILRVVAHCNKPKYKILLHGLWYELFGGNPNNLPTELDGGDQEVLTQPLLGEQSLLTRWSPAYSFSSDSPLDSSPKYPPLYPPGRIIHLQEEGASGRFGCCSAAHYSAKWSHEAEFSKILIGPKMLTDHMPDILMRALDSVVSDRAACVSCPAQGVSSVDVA
DSG3 Ab inh: inhibitors of pemphigus antibody binding to human desmoglein-3. AID 588358. binding (percent of control), % at 10 µM. actives 0.48% (n = 310,000). P32926. DSG3-coupled beads, scFv-anti-DSG3-GFP binding, flow cytometry; hits give low values;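 active means binding more than 3 SD below its plate's average and above zero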;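 further: hits lower antibody fragment binding to DSG3; some compounds called inactive have numbers as strong as hits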
PKA-R1A act: activators of PKA-R1A complex. PKA-R1A dissociation, Cy5-IP20 fluorescence polarization; scaled: DMSO 0%, 113 µM cGMP 100%. activation, % at 11.4 µM. actives 0.083% (n = 340,000). AID 504707. P00514+P68181;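 active means percent activation above the mean of all tested compounds plus 3 SD, cut at about 19% in these data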;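 further: higher means more PKAc released from R1A so a rise in polarization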
V-ATPase pHluor: yeast V-ATPase proton transport regulation by pHLuorin | AID 504577 | actives 0.37% (n = 350,000) | S. cerevisiae, pHLuorin cytosolic pH fluorescence | response, % at 10 µM; in the data active means response mostly above about 7.3%, no sharp cut-off; inactive means mostly below about 5.4%; further: actives read high; inactives centre near 0; some compounds called inactive have numbers as strong as hits; reference of the scale not given here
OPRM1-OPRD1 inv: inverse agonist of human OPRM1-OPRD1 heterodimerization; P35372+P41143; cell-based MOR-DOR heterodimer luminescence, inverse agonism; inhibition, % at 9.3 µM; actives 0.21% (n = 340,000); in the data active means inhibition above about 22%, passing the limit was not always enough;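 further: 0% = cells with DMSO and 100% = wells without cells with DMSO; values of inactives mirror those of a sister screen read the other way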
HTR5A ag: counter-screen for OPRM1-OPRD1 agonists: human HTR5A agonism | activation, % at 9.3 µM | actives 0.61% (n = 340,000) | AID 504692 | HTR5A agonist assay, luminescence, cell-based | P47898; in the data active means activation mostly above about 9.5%, no sharp cut-off; inactive means mostly below about 7.6%;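 further: 0% = cells with vehicle only and 100% = reference agonist; strong numbers were not always called active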
* = called active by the depositor. Rows are unselected, and some 2.4% of all compounds hit somewhere here.

`CC1=C(C(N)=O)C(c2ccc(C)o2)C(C(N)=O)=C(C)N1` gave PKA-R2B activ -1, HTR5A inv ctr 7, Arrestin-AP2 inh -8, MOR-DOR ag -1.5, DAGLB inh 0, PKA-R1A act -6, V-ATPase pHluor 3, OPRM1-OPRD1 inv 9 and HTR5A ag -3.
Screening CCn1c(CNC(=O)c2cccs2)nnc1SCC(=O)Nc1cc(Cl)ccc1C returned PKA-R2B activ -1, HTR5A inv ctr -13, Arrestin-AP2 inh 4, MOR-DOR ag 2.4, DAGLB inh 0, DSG3 Ab inh 90, PKA-R1A act 2, V-ATPase pHluor -1, OPRM1-OPRD1 inv -14 and HTR5A ag 3.
`CCOc1ccccc1-n1c(COc2ccccc2)nnc1SCC(N)=O` gave PKA-R2B activ 2, HTR5A inv ctr -19, Arrestin-AP2 inh 8, MOR-DOR ag -1.7, DAGLB inh 1, DSG3 Ab inh 98, PKA-R1A act -8, V-ATPase pHluor 2, OPRM1-OPRD1 inv 9 and HTR5A ag -6.
O=C(Nc1ccc2c(c1)C(=O)NC2=O)c1cccc(Cl)c1 was read as PKA-R2B activ 7, HTR5A inv ctr 5, Arrestin-AP2 inh 3, MOR-DOR ag 0.9, DAGLB inh 2, DSG3 Ab inh 100, PKA-R1A act -5, V-ATPase pHluor -4, OPRM1-OPRD1 inv -5 and HTR5A ag -2.
`COc1ccc(-c2csc(N(CC3CCCO3)C(=O)c3ccccc3)n2)cc1` (configuration not stated) gave PKA-R2B activ 2, HTR5A inv ctr -1, Arrestin-AP2 inh 4, MOR-DOR ag -1.8, DAGLB inh -2, DSG3 Ab inh 88, PKA-R1A act 5, V-ATPase pHluor -2, OPRM1-OPRD1 inv 11 and HTR5A ag 1.
For CN1CCN(c2ccc(-c3ccc4ccccc4n3)cc2)CC1 the results were PKA-R2B activ -4, HTR5A inv ctr -1, Arrestin-AP2 inh -18, MOR-DOR ag 0.8, DAGLB inh 2, DSG3 Ab inh 54, PKA-R1A act -2, V-ATPase pHluor 3, OPRM1-OPRD1 inv -4 and HTR5A ag 0.
`O=C(Nc1ccc(Cl)cn1)c1cccc2ccccc12` gave PKA-R2B activ 4, HTR5A inv ctr -6, Arrestin-AP2 inh 2, MOR-DOR ag 0.6, DAGLB inh -2, DSG3 Ab inh 95, PKA-R1A act 8, V-ATPase pHluor -2, OPRM1-OPRD1 inv -3 and HTR5A ag -4.
Screening C=CCOCCn1[nH]c2ccccc2c1=O returned PKA-R2B activ 5, HTR5A inv ctr -8, Arrestin-AP2 inh 2, MOR-DOR ag 0.5, DAGLB inh 3, DSG3 Ab inh 108, PKA-R1A act -10, V-ATPase pHluor 1, OPRM1-OPRD1 inv -3 and HTR5A ag -1.
`CC1(C)CC(NC(=O)c2cccc3ccccc23)CC(C)(C)N1` gave PKA-R2B activ 1, HTR5A inv ctr -1, Arrestin-AP2 inh 2, MOR-DOR ag -0.7, DAGLB inh -2, DSG3 Ab inh 102, PKA-R1A act 2, V-ATPase pHluor -5, OPRM1-OPRD1 inv 4 and HTR5A ag -1.
For C=CCn1c(SCc2nc3ccccc3nc2C)nnc1-c1ccoc1C the results were PKA-R2B activ 12, HTR5A inv ctr -5, Arrestin-AP2 inh 4, MOR-DOR ag 1.2, DAGLB inh 0, DSG3 Ab inh 101, PKA-R1A act 12, V-ATPase pHluor -3, OPRM1-OPRD1 inv -7 and HTR5A ag 1.
For O=C(CN1C(=O)COc2ccccc21)Nc1ccccc1F the results were PKA-R2B activ -7, HTR5A inv ctr 3, Arrestin-AP2 inh -2, MOR-DOR ag -2.4, DAGLB inh 0, DSG3 Ab inh 120, PKA-R1A act -1, V-ATPase pHluor -7, OPRM1-OPRD1 inv 11 and HTR5A ag -1.
Screening CCN(CC(=O)Nc1ccc(OC)cc1)CC(=O)Nc1cccc(S(=O)(=O)N2CCOCC2)c1 returned PKA-R2B activ -1, DAGLB inh 1, DSG3 Ab inh 101 and PKA-R1A act -2.
Screening COC(=O)c1cc(OC)c(OC)cc1NC(=O)c1ccccc1C returned PKA-R2B activ -11, HTR5A inv ctr -4, Arrestin-AP2 inh -6, MOR-DOR ag -2.3, DAGLB inh 3, DSG3 Ab inh 85, PKA-R1A act 3, V-ATPase pHluor 5, OPRM1-OPRD1 inv 15 and HTR5A ag 0.
For Cc1ccc(C(=O)Nc2nc3ccc(S(C)(=O)=O)cc3s2)o1 the results were PKA-R2B activ 4, HTR5A inv ctr -21, Arrestin-AP2 inh 3, MOR-DOR ag -0.2, DAGLB inh 3, PKA-R1A act -9, V-ATPase pHluor 5, OPRM1-OPRD1 inv 1 and HTR5A ag -2.
For COCc1cc(=O)[nH]c(Nc2nc(C)c3ccccc3n2)n1 the results were PKA-R2B activ -13, HTR5A inv ctr 4, Arrestin-AP2 inh 23, MOR-DOR ag -2.4, DAGLB inh -2, PKA-R1A act -10, V-ATPase pHluor -1, OPRM1-OPRD1 inv 12 and HTR5A ag -1.
`Nc1cc(C(=O)OCC(=O)NCc2ccco2)ccc1Cl` gave PKA-R2B activ 7, HTR5A inv ctr 2, Arrestin-AP2 inh 4, MOR-DOR ag -1.6, DAGLB inh -1, DSG3 Ab inh 102, PKA-R1A act -3, V-ATPase pHluor -2, OPRM1-OPRD1 inv 9 and HTR5A ag -7.
Screening COC(=O)C(C)n1nnc2sc(-c3ccccc3)cc2c1=O (configuration not stated) returned PKA-R2B activ -1, HTR5A inv ctr 15, Arrestin-AP2 inh 11, MOR-DOR ag 0.8, DAGLB inh -7, DSG3 Ab inh 105, PKA-R1A act 0, V-ATPase pHluor -1, OPRM1-OPRD1 inv -4 and HTR5A ag 6.
CCOC(Cn1ccc(=O)[nH]c1=O)OCC was read as PKA-R2B activ -6, HTR5A inv ctr -17, Arrestin-AP2 inh -22, MOR-DOR ag -1.1, DAGLB inh 2, DSG3 Ab inh 93, PKA-R1A act 1, V-ATPase pHluor 1, OPRM1-OPRD1 inv 6 and HTR5A ag 3.
`COc1ccccc1NC(=O)Nc1ncccc1C` gave PKA-R2B activ 6, HTR5A inv ctr 5, Arrestin-AP2 inh 3, MOR-DOR ag -2.1, DAGLB inh -1, DSG3 Ab inh 109, PKA-R1A act -6, V-ATPase pHluor 0, OPRM1-OPRD1 inv 10 and HTR5A ag 1.
`COc1ccc(C(=O)NNC(=O)CSc2nnc(COc3ccc4ccccc4c3)n2C)cc1` gave PKA-R2B activ 8, HTR5A inv ctr 16, Arrestin-AP2 inh 15, MOR-DOR ag -1.9, DAGLB inh 0, DSG3 Ab inh 99, PKA-R1A act -1, V-ATPase pHluor -4, OPRM1-OPRD1 inv 10 and HTR5A ag -6.

Entries above containing a thiophene ring, fused or not:
Screening CCn1c(CNC(=O)c2cccs2)nnc1SCC(=O)Nc1cc(Cl)ccc1C returned PKA-R2B activ -1, HTR5A inv ctr -13, Arrestin-AP2 inh 4, MOR-DOR ag 2.4, DAGLB inh 0, DSG3 Ab inh 90, PKA-R1A act 2, V-ATPase pHluor -1, OPRM1-OPRD1 inv -14 and HTR5A ag 3.
Screening COC(=O)C(C)n1nnc2sc(-c3ccccc3)cc2c1=O (configuration not stated) returned PKA-R2B activ -1, HTR5A inv ctr 15, Arrestin-AP2 inh 11, MOR-DOR ag 0.8, DAGLB inh -7, DSG3 Ab inh 105, PKA-R1A act 0, V-ATPase pHluor -1, OPRM1-OPRD1 inv -4 and HTR5A ag 6.

(listing goes on)
`CCOc1ccccc1OCC(=O)Nc1cccc(S(=O)(=O)N2CCCCCC2)c1` gave PKA-R2B activ -4, HTR5A inv ctr -5, Arrestin-AP2 inh 6, MOR-DOR ag 0.7, DAGLB inh -7, DSG3 Ab inh 105, PKA-R1A act -15, V-ATPase pHluor -11, OPRM1-OPRD1 inv -4 and HTR5A ag 2.
Screening N#CCSc1ccccc1NC(=O)COC(=O)CCN1C(=O)C2CC=CCC2C1=O (configuration not stated) returned PKA-R2B activ -13, HTR5A inv ctr 6, Arrestin-AP2 inh -6, MOR-DOR ag 0.1, DAGLB inh -2, DSG3 Ab inh 100, PKA-R1A act -18, V-ATPase pHluor -6, OPRM1-OPRD1 inv 0 and HTR5A ag -3.
`COc1ccc(C(=O)Nc2ccccc2C(=O)Nc2cc(C)ccn2)cc1` gave PKA-R2B activ 4, HTR5A inv ctr -14, Arrestin-AP2 inh 9, MOR-DOR ag -1.1, DAGLB inh -13, DSG3 Ab inh 102, PKA-R1A act -8, V-ATPase pHluor -5, OPRM1-OPRD1 inv 5 and HTR5A ag 4.
`C=CCNC(=O)C1CCCN(S(C)(=O)=O)C1` (configuration not stated) gave PKA-R2B activ -8, HTR5A inv ctr 11, Arrestin-AP2 inh 12, MOR-DOR ag 3.1, DAGLB inh -2, DSG3 Ab inh 72, PKA-R1A act -10, V-ATPase pHluor -1, OPRM1-OPRD1 inv -17 and HTR5A ag 2.
Fc1ccc(Nc2nc(-c3cccnc3)cs2)cc1 was read as PKA-R2B activ 0, HTR5A inv ctr -21, Arrestin-AP2 inh 2, MOR-DOR ag -1.1, DAGLB inh -4, DSG3 Ab inh 98, PKA-R1A act 0, V-ATPase pHluor 1, OPRM1-OPRD1 inv 6 and HTR5A ag -3.
For COc1cc(OC)cc(-c2cc3ccccc3c(=O)o2)c1 the results were PKA-R2B activ -1, HTR5A inv ctr -23, Arrestin-AP2 inh 9, MOR-DOR ag 1.9, DAGLB inh -9, DSG3 Ab inh 102, PKA-R1A act -2, V-ATPase pHluor -2, OPRM1-OPRD1 inv -9 and HTR5A ag 6.
Screening CCOC(=O)NNS(=O)(=O)c1cc(Br)ccc1Br returned PKA-R2B activ -5, HTR5A inv ctr -14, Arrestin-AP2 inh -3, MOR-DOR ag -1.5, DAGLB inh -2, DSG3 Ab inh 97, PKA-R1A act 0, V-ATPase pHluor 0, OPRM1-OPRD1 inv 7 and HTR5A ag -2.
Screening Cc1ccc(CNC(=O)CN(C)S(=O)(=O)c2cnc[nH]2)cc1 returned PKA-R2B activ -5, HTR5A inv ctr -5, Arrestin-AP2 inh 11, MOR-DOR ag -2.0, DAGLB inh 2, DSG3 Ab inh 119, PKA-R1A act -4, V-ATPase pHluor 5, OPRM1-OPRD1 inv 11 and HTR5A ag 2.
For COc1ccc(NS(=O)(=O)c2cc(NC(=O)c3ccc(S(=O)(=O)N(C)C)cc3)ccc2N2CCOCC2)cc1 the results were PKA-R2B activ -2, HTR5A inv ctr 8, Arrestin-AP2 inh -17, MOR-DOR ag -0.3, DAGLB inh 2, DSG3 Ab inh 133, PKA-R1A act -4, V-ATPase pHluor -1, OPRM1-OPRD1 inv 1 and HTR5A ag -2.
